# High-throughput results: PubChem BioAssay, The Scripps Research Institute Molecular Screening Center
# ARFGAP1 inh – inhibits rat ARF GTPase activating protein 1; Q62848; Arfgap1-stimulated ARF1 GTP hydrolysis, GDP FP detection; inhibition, % at 16.5 µM; actives 0.26% (n = 360,000);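 active means inhibition above a per-plate limit, mean inhibition of low control wells plus 3 SD, cut at about 25% in these data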;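 further: 0% = DMSO wells with enzyme and 100% = wells lacking Arfgap1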
# Target sequence (Q62848 1-136 limits assumed): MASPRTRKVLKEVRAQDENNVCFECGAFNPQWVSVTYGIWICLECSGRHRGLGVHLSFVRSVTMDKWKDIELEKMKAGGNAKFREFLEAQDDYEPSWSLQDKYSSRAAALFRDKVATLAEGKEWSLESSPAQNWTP
#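 Assay system: purified rat His6-Arfgap1 residues 1-136 (GAP domain); Reagent: human Δ17 ARF1 bound to GTP; Dosing: 16.5 µM single point, 1.26% DMSO; Times: GTP hydrolysis reaction 2 h at 25 °C; Signal: FP, GDP Alexa 633 tracer displaced from anti-GDP antibody, 620/688 nm; Measure: % inhibition from polarization.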
# DDE Tn7 FP inh – DD(E)-Tn7 binding inhibition, primary FP screen. AID 720508. FP displacement of FITC-Tn7 peptide from fibrin DD(E); 0% = median of compound wells per plate. actives 0.13% (n = 370,000). P02675. inhibition, % at 8.3 µM;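 active means inhibition above the mean of compounds falling within the control limits plus 3 SD of them, cut at about 14% in these data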;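 further: 0% = plate median of compound wells and 100% = 10 µM Aha-Tn7 peptide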
#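 Assay system: human fibrin DD(E). Input: DD(E) 2 µM final. Medium: Tris buffer with calcium and detergent, pH 7.8. Compound dosing: single point at 8.3 µM. Timing: 10 min plus 3 h, room temperature. Technique: fluorescence polarization of the labelled Tn7 tracer. Read-out: percent inhibition. Replicates: singlicate testing.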
# ASAP1 GAP inh – ASAP1 ArfGAP inhibition | actives 0.19% (n = 360,000) | Q9ULH1 | inhibition, % at 16.5 µM | ASAP1-stimulated ARF1 GTP hydrolysis, GDP FP detection; in the data active means inhibition above about 25%;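 further: 0% = vehicle with enzyme and substrate and 100% = no enzyme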
# Target sequence (Q9ULH1 325-724 limits assumed): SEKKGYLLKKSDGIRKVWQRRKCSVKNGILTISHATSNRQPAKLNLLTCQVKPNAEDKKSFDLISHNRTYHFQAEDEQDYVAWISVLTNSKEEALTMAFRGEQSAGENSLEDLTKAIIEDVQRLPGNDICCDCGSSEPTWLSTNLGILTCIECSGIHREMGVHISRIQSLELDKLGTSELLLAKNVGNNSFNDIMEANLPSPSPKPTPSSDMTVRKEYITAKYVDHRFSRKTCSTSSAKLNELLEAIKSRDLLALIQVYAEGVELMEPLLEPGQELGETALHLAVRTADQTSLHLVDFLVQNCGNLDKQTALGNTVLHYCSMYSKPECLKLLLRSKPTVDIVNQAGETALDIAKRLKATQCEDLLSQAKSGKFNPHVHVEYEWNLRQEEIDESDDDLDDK
# PLC-gamma1 inh – inhibitors of human phospholipase C gamma1; P19174; purified PLC-gamma1, fluorogenic substrate, fluorescence; inhibition, % at 12.2 µM; actives 0.84% (n = 370,000); AID 720700; in the data active means inhibition above about 9.5%
# ADAM10 inh – inhibits human ADAM10 | O14672 | actives 0.62% (n = 370,000) | recombinant ADAM10, EDANS/DABCYL FRET peptide cleavage, 3 h | inhibition, % at 7 µM;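 active means inhibition above a per-campaign cutoff equal to the mean of compounds falling between control-based bounds plus 3 SD, cut at about 20% in these data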;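 further: 0% = DMSO wells while the 100% control is not disclosed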
# Target sequence (O14672 214-748 limits assumed): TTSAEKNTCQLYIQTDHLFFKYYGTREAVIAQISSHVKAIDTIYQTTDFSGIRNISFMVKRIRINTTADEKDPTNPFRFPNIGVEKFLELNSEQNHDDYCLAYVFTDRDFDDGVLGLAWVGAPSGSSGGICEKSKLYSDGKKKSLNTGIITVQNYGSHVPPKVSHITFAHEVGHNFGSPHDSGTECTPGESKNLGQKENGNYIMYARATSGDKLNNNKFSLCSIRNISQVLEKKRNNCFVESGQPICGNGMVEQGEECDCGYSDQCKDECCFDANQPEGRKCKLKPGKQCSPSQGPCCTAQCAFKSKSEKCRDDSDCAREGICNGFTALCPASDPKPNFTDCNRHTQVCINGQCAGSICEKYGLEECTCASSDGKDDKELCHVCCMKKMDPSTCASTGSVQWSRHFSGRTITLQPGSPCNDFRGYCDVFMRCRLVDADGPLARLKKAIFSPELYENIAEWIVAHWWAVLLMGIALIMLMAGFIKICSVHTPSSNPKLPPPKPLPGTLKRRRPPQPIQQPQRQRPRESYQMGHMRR
# TDP2 absorb – blocks human TDP2 phosphodiesterase activity. O95551. recombinant TDP2, T5PNP hydrolysis, p-nitrophenol absorbance 415 nm. inhibition, % at 12.8 µM. actives 0.34% (n = 370,000);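 active means inhibition above the mean of all tested compounds plus 3 SD, set per campaign, cut at about 25% in these data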;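 further: 0% = DMSO with enzyme and 100% = buffer with substrate but no TDP2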
#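 System – recombinant human TDP2 · Amount – 120 nM TDP2 per well · Buffer or medium – Mg2+-containing Tris-HCl buffer, pH 7.5 · Reagent – T5PNP substrate, 5 mM · Dosing – 12.8 µM single point, 1% DMSO · Incubation – 2 h at 37 °C · Measured by – epi absorbance · Read-out basis – percent inhibition · Benchmarks – high control without enzyme, low control DMSO plus TDP2 · Repeats – singlicate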
# SIAE inh – inhibitors of human sialic acid acetylesterase SIAE; SIAE FP-Rh probe binding, fluorescence polarization; inhibition, % at 9.66 µM; actives 0.69% (n = 370,000); AID 1053197;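 active means inhibition above a cutoff: mean of compounds within the control limits plus 3 SD of those, cut at about 17% in these data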;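 further: 0% = plate median of compound wells and 100% = probe without SIAE protein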
# DDE Tn6 FP inh – disrupts Tn6 cyclic peptide binding to fibrin D-Dimer-E complex; P02675; Fibrin DD(E) TRITC-Tn6 fluorescence polarization displacement; inhibition, % at 8.3 µM; actives 0.21% (n = 370,000); AID 720509;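 active means inhibition above a per-campaign cutoff: mean of compounds within control limits plus 3 SD, cut at about 15% in these data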;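 further: 0% = median of all compound wells on the plate and 100% = blocking peptide control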
# ADAM17 inh – ADAM17 inhibition, QFRET primary screen; actives 0.83% (n = 370,000); recombinant ADAM17, EDANS/DABCYL FRET peptide cleavage; AID 720648; P78536; inhibition, % at 6.95 µM;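 active means inhibition above the mean of compounds lying between control limits plus 3 SD, set per campaign, cut at about 8.5% in these data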;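 further: 0% = DMSO-only wells as the low control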
# PLC-beta3 inh – blocks human PLC-beta3 enzyme activity; Purified PLC-beta3, fluorogenic substrate, fluorescence; inhibition, % at 12.2 µM; actives 0.18% (n = 370,000); in the data active means inhibition above about 11%;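 further: 0% = median of compound wells on plate and 100% = full blocker control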
# * marks the source's active call; other numbers are inactive results; i = inactive; · = not tested or not shown.
[1] CCN(CC(=O)Nc1ccc(NC(C)=O)cc1)C(=O)C1CCCN(C(=O)c2ccc(Cl)cc2)C1 (configuration not stated)
[2] CC(=O)Nc1ccc(-n2nnnc2SCC(=O)NCc2cccs2)cc1
[3] COc1ccc2ccc(O)c(CN3CCN(S(=O)(=O)c4cc([N+](=O)[O-])ccc4C)CC3)c2c1
[4] COc1ccccc1CNC(=O)c1ccc(NC2=NC3CS(=O)(=O)CC3S2)cc1 (configuration not stated)
[5] CCCCN(C(=O)c1ccc([N+](=O)[O-])o1)c1c(N)n(CCCC)c(=O)[nH]c1=O
[6] CC(C)N1CCN(C(=O)C2CCC(=O)N(CCc3cccc(F)c3)C2)CC1 (configuration not stated)
[7] CC(=O)OC1c2c(ccc3ccc(=O)oc23)OC(C)(C)C1OC(=O)CC(C)C (configuration not stated)
[8] CCOc1ccc(NC(=S)NC(=O)c2ccco2)cc1
assay / entry,1,2,3,4,5,6,7,8
ARFGAP1 inh,-1,-7,5,-5,8,5,9,17
DDE Tn7 FP inh,3,4,-2,3,-5,1,-1,1
ASAP1 GAP inh,5,8,11,14,4,11,-13,4
PLC-gamma1 inh,0,4,5,-18,-18,3,-9,2
ADAM10 inh,-7,1,-17,-2,-61,-16,-117,6
TDP2 absorb,1,-1,-7,3,-1,-15,-10,-1
SIAE inh,-3,7,8,0,4,-6,-5,5
DDE Tn6 FP inh,6,2,-5,6,-3,-7,4,-3
ADAM17 inh,-5,-3,-2,-2,-15,-4,-27,5
PLC-beta3 inh,-5,-4,-6,-4,-35,-3,-10,-8

[9] CN(C(=O)C1CCCC1)C1CCS(=O)(=O)C1 (configuration not stated)
[10] COc1ccccc1C(=O)Nc1ccnn1C1CCN(C(=O)C(C)(C)C)CC1
[11] C=CCc1cccc(CNc2ccc(S(=O)(=O)Nc3nccnc3OC)cc2)c1O
[12] CCn1nc(C(=O)N2CCN(Cc3ccc4c(c3)OCO4)CC2)c2ccccc2c1=O
[13] CCCCn1c(N)c(S(=O)(=O)c2ccc(C)cc2)c2nc3ccccc3nc21
[14] CCOc1ncccc1C(=O)Nc1ccccc1N1CCOCC1
[15] COc1cc2c(cc1NC(=O)CCCN1C(=O)CCC1=O)oc1ccccc12
[16] COCC(=O)Nc1sc2c(c1C(=O)OC)CCCC2
assay / entry,9,10,11,12,13,14,15,16
ARFGAP1 inh,2,6,-2,-4,4,-6,2,3
DDE Tn7 FP inh,1,-4,-3,-6,-4,0,-8,-6
ASAP1 GAP inh,-20,15,-1,5,9,13,0,17
PLC-gamma1 inh,4,1,-3,1,-409,-1,7,-3
ADAM10 inh,-8,-8,4,8,i,-9,-6,0
TDP2 absorb,-15,1,-7,-7,-12,-9,1,-3
SIAE inh,-1,12,5,2,-28,5,-2,-6
DDE Tn6 FP inh,-2,-4,-2,0,-7,-3,-2,1
ADAM17 inh,6,-2,0,0,i,-5,-2,3
PLC-beta3 inh,-5,0,-2,1,i,-4,1,-6

# Taken from above:
# Under PLC-beta3 inh, COc1cc2c(cc1NC(=O)CCCN1C(=O)CCC1=O)oc1ccccc12 is listed with 1
# Under ARFGAP1 inh, COc1ccccc1C(=O)Nc1ccnn1C1CCN(C(=O)C(C)(C)C)CC1 is listed with 6
# Under DDE Tn7 FP inh, C=CCc1cccc(CNc2ccc(S(=O)(=O)Nc3nccnc3OC)cc2)c1O is listed with -3
# Under SIAE inh, CN(C(=O)C1CCCC1)C1CCS(=O)(=O)C1 (configuration not stated) is listed with -1

# Later entries.
[17] COC(=O)C1=NNC(C(=O)c2ccco2)C1c1ccc(OC)cc1 (configuration not stated)
[18] COc1cc(NC(=S)NC(=O)c2ccccc2F)ccc1NC(=O)c1cccs1
[19] COc1ccc(Cn2c(-c3ccc(OC)cc3)nc3ccccc32)cc1
[20] c1ccc(C(c2ccccc2)c2ccn[nH]2)cc1
[21] COc1cccc(S(=O)(=O)N2CCN(Cc3ccc4c(c3)OCO4)CC2)c1
[22] Cc1ccc(S(=O)(=O)c2nc(-c3ccccc3)oc2N2CCCC2)cc1
[23] Cc1ccc(-n2sc3ccccc3c2=O)cc1S(=O)(=O)N1CCCCC1
[24] N#Cc1ccc(CSc2nc(N)cc(=O)[nH]2)cc1
assay / entry,17,18,19,20,21,22,23,24
ARFGAP1 inh,-9,-3,0,1,-2,-13,-4,-3
DDE Tn7 FP inh,5,-6,10,-2,3,-4,-6,-4
ASAP1 GAP inh,2,-1,6,7,8,-16,5,-7
PLC-gamma1 inh,0,2,-2,2,2,0,2,2
ADAM10 inh,-1,7,-1,-7,-6,-5,13,1
TDP2 absorb,7,5,7,2,-13,4,-12,-4
SIAE inh,4,6,-2,0,-7,0,-5,5
DDE Tn6 FP inh,-2,-5,0,-10,2,9,-5,-3
ADAM17 inh,-2,1,-4,-5,-1,2,4,0
PLC-beta3 inh,-5,-6,1,4,-6,-6,-3,-4

[25] CCOC(=O)c1cc(C#N)c(SCC(=O)OC)[nH]c1=O
[26] COc1ccc(/C=C2\CC/C(=C\c3ccc(OC)c(OC)c3)C2=O)cc1OC
[27] O=S(=O)(c1ccccc1)c1cccc(S(=O)(=O)N2CCCCC2)c1
[28] COc1ccc(/C=N/Nc2cc(C)nc(N3CCOCC3)n2)cc1OC
[29] Cc1noc(C)c1NC(=O)Nc1ccc2c(c1)C(=O)N([C@H](C)CO)C[C@H](C)[C@@H](CN(C)S(=O)(=O)c1ccc(F)cc1)O2
[30] CCOC(=O)c1nnn(-c2nonc2NC(C)=O)c1C
[31] COc1cc(/C=N/Nc2ccccc2C(F)(F)F)ccc1O
[32] Fc1ccccc1C1CCN(Cc2nc(COc3ccccc3)no2)C1 (configuration not stated)
assay / entry,25,26,27,28,29,30,31,32
ARFGAP1 inh,11,-1,-14,0,7,13,23,4
DDE Tn7 FP inh,-6,-6,3,1,4,1,-5,-8
ASAP1 GAP inh,5,11,10,-7,1,-9,0,-1
PLC-gamma1 inh,-49,-10,2,-7,0,4,1,-80
ADAM10 inh,-6,4,-2,-4,6,6,3,1
TDP2 absorb,9,-8,-13,-4,-7,1,4,-4
SIAE inh,-4,4,-2,-1,1,2,2,-2
DDE Tn6 FP inh,-5,2,-12,-8,10,-7,2,2
ADAM17 inh,-7,-1,0,-5,-1,-8,3,-4
PLC-beta3 inh,-87,-10,-2,-19,5,-1,0,0

# As a working copy, part of the list above:
[26] COc1ccc(/C=C2\CC/C(=C\c3ccc(OC)c(OC)c3)C2=O)cc1OC
[27] O=S(=O)(c1ccccc1)c1cccc(S(=O)(=O)N2CCCCC2)c1
assay / entry,26,27
ARFGAP1 inh,-1,-14
DDE Tn7 FP inh,-6,3
ASAP1 GAP inh,11,10
PLC-gamma1 inh,-10,2
ADAM10 inh,4,-2
TDP2 absorb,-8,-13
SIAE inh,4,-2
DDE Tn6 FP inh,2,-12
ADAM17 inh,-1,0
PLC-beta3 inh,-10,-2

# Going on with the list.
[33] N#Cc1c(NC(=O)CCn2cnc3ccccc3c2=O)oc(-c2ccccc2)c1-c1ccccc1
[34] O=C(c1cccs1)n1nc(-c2ccco2)nc1SCc1ccccc1
[35] O=C(CCCOc1ccc(Cl)cc1)N1CCCCCC1
[36] C[C@H]1CN([C@@H](C)CO)S(=O)(=O)c2ccc(Br)cc2O[C@H]1CN(C)C(=O)Cc1ccccc1
[37] Cc1cc(=O)[nH]c(SCC(=O)Nc2ccc(Cl)cc2)n1
[38] CC(=O)Nc1cc(-c2cccc(C)c2)cn2c(-c3ccc(S(C)(=O)=O)cc3)cnc12
[39] CC1(C)CC(=O)C2=C(C1)OC(N)=C(C#N)C2c1ccc2c(c1)OCO2 (configuration not stated)
[40] COc1ccc(NC(=O)CN(C)C(=O)CNC(=O)c2ccc3ccccc3c2)cc1
assay / entry,33,34,35,36,37,38,39,40
ARFGAP1 inh,6,1,5,-6,·,11,-4,4
DDE Tn7 FP inh,1,1,14*,4,1,-7,2,5
ASAP1 GAP inh,13,11,-3,-7,·,3,-10,8
PLC-gamma1 inh,-4,2,1,0,0,-246,-2,-2
ADAM10 inh,20*,13,4,-10,-12,-382,-5,0
TDP2 absorb,-3,-17,6,10,3,8,2,-4
SIAE inh,-30,-1,2,6,0,-8,-1,2
DDE Tn6 FP inh,-13,11,3,1,0,0,-4,-3
ADAM17 inh,7,3,-8,-8,-2,-115,-4,-5
PLC-beta3 inh,-9,2,-3,0,0,-310,-8,-9

[41] CC1(c2nnc(Cc3ccccc3)o2)CC(c2cccc([N+](=O)[O-])c2)=NO1 (configuration not stated)
[42] CN1CCN(c2ccc(S(=O)(=O)Nc3ccccc3)cc2[N+](=O)[O-])CC1
[43] O/N=C1\CCC\C1=C/c1ccco1
[44] CCc1ccc(C(=O)NC(=S)Nc2ccc3c(c2)OCCO3)cc1
[45] CCN(c1ccccc1C)S(=O)(=O)c1cc2c3c(c1)CCN3C(=O)CC2
[46] O=C1/C(=C/c2cccc(F)c2)CSc2sccc21
[47] CC(C)Cn1cc(C(=O)NCCCN2CCC(C)CC2)c2c3ccccc3n(C)c2c1=O
[48] O=C(O)c1cn(Cc2ccccc2)nc1-c1cccnc1
assay / entry,41,42,43,44,45,46,47,48
ARFGAP1 inh,-2,3,-1,-2,-1,7,11,-7
DDE Tn7 FP inh,-5,3,0,-3,4,4,-1,5
ASAP1 GAP inh,8,1,18,-1,-5,7,-4,6
PLC-gamma1 inh,1,6,-25,2,2,-1,-10,-2
ADAM10 inh,4,-3,-10,6,-3,1,-194,1
TDP2 absorb,7,5,-8,6,-5,3,-23,-1
SIAE inh,5,1,5,-10,-5,-1,3,-4
DDE Tn6 FP inh,1,-5,1,0,0,-5,4,0
ADAM17 inh,-4,-4,-4,5,2,-1,-75,-4
PLC-beta3 inh,2,-1,-22,-1,1,-2,-24,-7

[49] CCN(c1ccccc1)S(=O)(=O)c1ccc(C(=O)Nc2cccc(C)n2)cc1
[50] O=C(NCc1ccccc1)OCCN1C(=O)CCC12CCC(c1ccc(Cl)cc1)CC2 (configuration not stated)
[51] COc1ccc(NC(=O)CC2C(=O)N(c3cccc(OC)c3)C(=O)N2Cc2ccco2)cc1 (configuration not stated)
[52] S=C(NCc1ccco1)NC1CCCc2ccccc21 (configuration not stated)
[53] COCCn1c(SCC(=O)N2CCC(C)CC2)nc2c(c1=O)SCC2
assay / entry,49,50,51,52,53
ARFGAP1 inh,2,·,3,-11,-5
DDE Tn7 FP inh,-7,-1,-3,3,2
ASAP1 GAP inh,-1,·,-3,9,3
PLC-gamma1 inh,1,1,1,-1,5
ADAM10 inh,5,11,-2,7,-12
TDP2 absorb,-9,-12,0,-14,-10
SIAE inh,-3,-6,4,2,3
DDE Tn6 FP inh,1,-6,-2,2,0
ADAM17 inh,6,3,1,1,0
PLC-beta3 inh,-13,0,1,-6,-9
